ERAP1 HTS inh – human ERAP1 aminopeptidase inhibitors, primary screen, biochemical, single point, plate reader | Endoplasmic reticulum aminopeptidase 1 (Homo sapiens), Q9NZ08 | recombinant ERAP1, Leu-AMC fluorescence, 60 min | inhibition, % at 10.7 µM | 340,000 compounds, 0.15% hits;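 active means mean replicate inhibition of at least 30%, or all replicates individually reaching that 30% level; inactive means mean below 30% and not every replicate reaching it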;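 further: 0% = neutral control wells and 100% = L-leucinethiol positive control wells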
Target sequence (Q9NZ08 whole entry, looked up): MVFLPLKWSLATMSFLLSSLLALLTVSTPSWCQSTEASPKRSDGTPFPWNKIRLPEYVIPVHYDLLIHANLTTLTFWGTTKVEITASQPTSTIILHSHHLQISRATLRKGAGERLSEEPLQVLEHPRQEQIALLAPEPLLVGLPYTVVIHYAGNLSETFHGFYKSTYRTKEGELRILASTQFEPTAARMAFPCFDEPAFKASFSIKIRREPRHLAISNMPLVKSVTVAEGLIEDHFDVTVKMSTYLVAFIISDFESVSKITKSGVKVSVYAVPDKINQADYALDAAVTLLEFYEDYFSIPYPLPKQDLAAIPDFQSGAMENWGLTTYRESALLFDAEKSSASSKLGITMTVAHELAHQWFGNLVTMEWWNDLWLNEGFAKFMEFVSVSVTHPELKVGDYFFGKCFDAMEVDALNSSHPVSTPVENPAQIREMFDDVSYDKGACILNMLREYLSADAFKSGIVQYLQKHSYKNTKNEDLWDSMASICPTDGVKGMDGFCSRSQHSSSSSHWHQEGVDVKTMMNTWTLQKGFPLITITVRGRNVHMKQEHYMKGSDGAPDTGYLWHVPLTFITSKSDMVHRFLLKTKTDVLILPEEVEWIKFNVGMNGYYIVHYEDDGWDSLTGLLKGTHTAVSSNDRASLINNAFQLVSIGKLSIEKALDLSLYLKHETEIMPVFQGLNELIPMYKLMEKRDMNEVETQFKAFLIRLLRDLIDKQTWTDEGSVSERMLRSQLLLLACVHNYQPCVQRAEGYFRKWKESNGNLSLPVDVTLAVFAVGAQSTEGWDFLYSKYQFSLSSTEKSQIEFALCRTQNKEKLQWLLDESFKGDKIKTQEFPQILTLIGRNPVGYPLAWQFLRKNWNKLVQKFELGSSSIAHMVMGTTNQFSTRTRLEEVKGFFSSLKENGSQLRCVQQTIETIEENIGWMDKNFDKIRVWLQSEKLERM
E-sel inducer – E-selectin induction in HUVECs, primary screen, imaging, HUVEC, immunofluorescence imaging, single point; P16581; normalized: neutral wells 0, TNF-alpha wells 100; activation, % at 7.58 µM; 260,000 compounds, 0.37% hits;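 active means mean E-selectin-positive cell signal at least 10% of the positive control, reached in at least 60% of replicates, without over 20% cell loss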;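 further: in these data hits start at about 27%; measured in HUVEC primary endothelial cells; signal is the percent of cells scored E-selectin positive by PE staining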
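Test system: HUVEC; input: 3,000 HUVEC/well; measured by: immunofluorescence imaging; read-out: % PE-positive cells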
PglD DTNB – C. jejuni PglD acetyltransferase inhibitors, primary screen, biochemical, DTNB colorimetric, single point; inhibition, % at 12.5 µM; 360,000 compounds, 0.098% hits; purified PglD enzyme, DTNB colorimetric CoA detection; UDP-N-acetylbacillosamine N-acetyltransferase PglD (Campylobacter jejuni); in the data active means inhibition above about 16%, passing the limit was not always enough; further: strong numbers were not always called active
PGC1a acetyl inh – inhibitors of PGC1a acetylation signal, primary screen, cell-based, U2OS, AlphaScreen, inhibitor mode; AlphaScreen anti-acetyl-lysine; with virally co-expressed GCN5 acetyltransferase; inhibition, % at 15.6 µM; 350,000 compounds, 0.17% hits; AID 651687, 2012;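 active means every replicate shows inhibition of at least 40%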;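 further: 0% = neutral control wells and 100% = positive control wells; some results beyond the cut were filed as inactive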
RAD52 anneal inh – RAD52 DNA annealing inhibitors, primary screen, biochemical, FRET, single point, set 2; 360,000 compounds, 0.46% hits; recombinant RAD52 DNA annealing, FRET fluorescence; inhibition, % at 18.7 µM; AID 651710, 2012;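 active means every replicate showing at least 50% inhibition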
Cneo AK release – Cryptococcus neoformans cell lysis inducers, primary screen, AK release luminescence, single concentration. C. neoformans lysis, adenylate kinase release luminescence, 4 h; normalised: neutral wells 0, clomiphene wells 100. lysis activity, % at 15 µM. 360,000 compounds, 0.2% hits. AID 651654, 2012;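 active means mean lysis activity across replicates of at least 80%, whatever share of replicates individually reach that level; inactive means mean lysis activity below 80%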
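Signal: Adenylate kinase release luminescence | Assay system: Log-phase Cryptococcus neoformans yeast cells | Input: Cells at 5 × 10^6 per mL | Buffer or medium: Fresh YPD growth medium | Compound: Single dose | Schedule: Static 4 h at 37 °C with compound, 1 h detection | Controls: Clomiphene | Read-out: Luminescence rise reflecting yeast cell lysis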
RAD54 branch – inhibitors of human RAD54 branch migration, primary screen, biochemical, fluorescence, single point. DNA repair and recombination protein RAD54-like (Homo sapiens), Q92698. RAD54 Holliday junction branch migration, FAM/BHQ fluorescence. inhibition, % at 10.4 µM. 360,000 compounds, 0.14% hits. AID 602329, 2012;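 active means mean normalized replicate activity at least 40 and at least half of replicates scoring 40 or more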;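 further: 0% = median of neutral control wells and 100% = median of positive control wells; inhibitors cause a drop in the FAM fluorescence signal; in these data hits start at about 50%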
miR122 inh – miR-122 Renilla sensor signal increase in Huh7, primary screen, miR-122 inhibitor project, cell-based, single point, plate reader; Huh7 miR-122 Renilla luciferase sensor, 48 h; neutral wells = 0, positive control = 100; activation (reporter increase), % at 12.5 µM; 340,000 compounds, 0.3% hits;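 active means mean replicate activation score at least 90 and every replicate individually at or above 90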;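 further: higher luciferase means less miR-122 activity so hits act as miR-122 inhibitors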
* = called active by the depositor; nt = no result given; & = joins results of further samples; [ ] = another dose, or the depositor's remark.

Letters – A = ERAP1 HTS inh; B = E-sel inducer; C = PglD DTNB; D = PGC1a acetyl inh; E = RAD52 anneal inh; F = Cneo AK release; G = RAD54 branch; H = miR122 inh
O=C1C2C3C=CC(C3)C2C(=O)N1CCN1CCN(S(=O)(=O)c2ccc3ccccc3c2)CC1 (configuration not stated)
  A = 1	B = nt	C = 7	D = -5	E = 7	F = -1	G = -16	H = 6

CCCCn1c(SC(C)C(N)=O)nc2cc(C(=O)OC)ccc2c1=O (configuration not stated)
  A = nt	B = nt	C = -3	D = -3	E = nt	F = 0	G = 2	H = -1

COCCNC(=O)C(=O)NNC(=O)c1ccccc1OC
  A = 2	B = nt	C = nt	D = -7	E = -15	F = nt	G = nt	H = -4

CSc1[nH]c(=O)c(C(=O)O)cc1C#N
  A = 5	B = nt	C = 1	D = nt	E = -13	F = 4	G = -1	H = nt

O=C(C1CCC1)N1CC(=O)N2[C@@H](CO)[C@@H](c3ccc(C#CCc4ccccc4)cc3)[C@@H]2C1
  A = 1	B = 0.1	C = nt	D = -9	E = 15	F = nt	G = nt	H = nt

CCN(CCNC(=O)C1CCN(S(C)(=O)=O)CC1)c1ccccc1
  A = nt	B = nt	C = -2	D = 0	E = nt	F = -3	G = 1	H = -4

Cc1ccc(N2CCN(C(=O)N3CCCC3)CC2)cc1C
  A = nt	B = nt	C = -1	D = -14	E = nt	F = 3	G = -4	H = -5

O=C(C[C@H]1CC[C@@H]2[C@H](COC[C@H](O)CN2Cc2cccc(C(F)(F)F)c2)O1)NCc1ccccc1
  A = -5	B = 0.0	C = -1	D = -3	E = 1	F = -2	G = 2	H = -4[16.7 µM]

C=CCSc1nc(=O)n2cccc(C)c2n1
  A = -2	B = nt	C = -1	D = -1	E = -12	F = 0	G = -1	H = -1

CCCn1ncc(CN2CCN(Cc3ccsc3)C(CCO)C2)c1C (configuration not stated)
  A = -3	B = 1.4	C = 3	D = 3	E = -26	F = 1	G = -8	H = -6

O=C(c1noc2c1CSc1ccccc1-2)N1CCN(c2ccc(Cl)cc2)CC1
  A = 1	B = nt	C = nt	D = 8	E = -18	F = nt	G = nt	H = -9

C[C@@H]1CN([C@H](C)CO)C(=O)c2cccc(NC(=O)c3nc4ccccc4s3)c2O[C@@H]1CN(C)CC1CC1
  A = 2	B = 0.1	C = -1	D = -11	E = 17	F = 6	G = 2	H = 0[16.7 µM]

CSCC[C@H](NC(=O)OC(C)(C)C)C(=O)N1CCC(C(=O)NCC(=O)Nc2ccc(C)cc2)CC1
  A = 0	B = 0.1	C = 7	D = nt	E = -9	F = 2	G = -7	H = -15

Cn1c(=O)c(C(=O)COc2ccc(C#N)cc2)c(N)n(Cc2ccccc2)c1=O
  A = 6	B = 0.8	C = 4	D = 2	E = -21	F = 2	G = -1	H = -6

N#CCc1nc2ccccc2c(=O)[nH]1
  A = 1	B = -0.5	C = 0	D = -6	E = -14	F = 3	G = -24	H = -2

c1ccc(OCCCc2nc(-c3ccncc3)no2)cc1
  A = nt	B = nt	C = -2	D = -5	E = nt	F = -2	G = -5	H = -4

COc1ccc(S(=O)(=O)NC(N)=NCCc2ccccc2OC)cc1
  A = 6	B = nt	C = 4	D = nt	E = 1	F = -1	G = -2	H = 3

NC(=O)c1cc([N+](=O)[O-])ccc1NCc1cccc2ccccc12
  A = 2	B = 0.4	C = -2	D = nt	E = -6	F = 12	G = -4	H = nt

CCCC#Cc1cnc2c(c1)C(=O)N([C@H](C)CO)C[C@H](C)[C@H](CN(C)C(=O)Nc1ccccc1OC)O2
  A = 6	B = 0.7	C = -4	D = -5	E = 5	F = -1	G = 0	H = 5[16.7 µM]

C1=C(CCNCC2CC2)CCCC1
  A = -4	B = nt	C = 0	D = 3	E = -7	F = 1	G = -4	H = nt

CCCC#Cc1ccc([C@H]2[C@H](CO)N3C(=O)CN(C(=O)c4cccnc4)C[C@@H]23)cc1
  A = -2	B = 0.2	C = nt	D = 2	E = 3	F = nt	G = nt	H = nt

C[C@H]1CN([C@@H](C)CO)C(=O)Cc2cc(NS(=O)(=O)c3cn(C)cn3)ccc2O[C@H]1CN(C)Cc1ccccc1
  A = 0	B = -0.4	C = 12	D = nt	E = 8	F = -3	G = -3	H = 5[16.7 µM]

Cc1ccc(S(=O)(=O)NC(=O)N2CCCC2)cc1
  A = -2	B = 0.0	C = 8	D = 16	E = 5	F = 2	G = 9	H = nt

CCn1c(-c2cc(Br)ccc2O)n[nH]c1=S
  A = -1	B = nt	C = 3	D = 8	E = -7	F = -4	G = -6	H = 1

Cc1ccc(SCC(=O)OCn2nnc3ccccc3c2=O)cc1C
  A = -2	B = 0.6	C = 1	D = -3	E = 5	F = 15	G = -2	H = -9

S=C(Nc1cccc(Cl)c1)N1CCOCC1
  A = -1	B = nt	C = 0	D = -1	E = -4	F = -2	G = 2	H = -4

CN(CCc1ccccc1)C1CCCN(S(=O)(=O)CC(F)(F)F)C1 (configuration not stated)
  A = -1	B = nt	C = -16	D = -1	E = -9	F = -2	G = -10	H = -1

CC(C)CN1C(=O)c2ccc(NC(=O)c3ccccc3F)cc2C1=O
  A = nt	B = nt	C = -2	D = -4	E = nt	F = 1	G = -8	H = -1

S=c1[nH]nc(Cc2noc3ccccc23)n1-c1ccccc1
  A = 5	B = 0.8	C = 0	D = 0	E = -10	F = 0	G = 6	H = 0

CCC(C)(C)NC(=O)C(c1cccc(OC)c1OC)N(CCOC)C(=O)CCC(=O)Nc1cc(C)on1 (configuration not stated)
  A = 0	B = nt	C = 0	D = 0	E = -5	F = 6	G = 6	H = -5

6 entries drawn at random from those above:
Letters – A = ERAP1 HTS inh; B = E-sel inducer; C = PglD DTNB; D = PGC1a acetyl inh; E = RAD52 anneal inh; F = Cneo AK release; G = RAD54 branch; H = miR122 inh
c1ccc(OCCCc2nc(-c3ccncc3)no2)cc1
  A = nt	B = nt	C = -2	D = -5	E = nt	F = -2	G = -5	H = -4

C1=C(CCNCC2CC2)CCCC1
  A = -4	B = nt	C = 0	D = 3	E = -7	F = 1	G = -4	H = nt

CCCC#Cc1ccc([C@H]2[C@H](CO)N3C(=O)CN(C(=O)c4cccnc4)C[C@@H]23)cc1
  A = -2	B = 0.2	C = nt	D = 2	E = 3	F = nt	G = nt	H = nt

CCn1c(-c2cc(Br)ccc2O)n[nH]c1=S
  A = -1	B = nt	C = 3	D = 8	E = -7	F = -4	G = -6	H = 1

Cc1ccc(S(=O)(=O)NC(=O)N2CCCC2)cc1
  A = -2	B = 0.0	C = 8	D = 16	E = 5	F = 2	G = 9	H = nt

Cc1ccc(SCC(=O)OCn2nnc3ccccc3c2=O)cc1C
  A = -2	B = 0.6	C = 1	D = -3	E = 5	F = 15	G = -2	H = -9

(listing goes on)
Compound | ERAP1 HTS inh | E-sel inducer | PglD DTNB | PGC1a acetyl inh | RAD52 anneal inh | Cneo AK release | RAD54 branch | miR122 inh
C[C@H](CO)N1C[C@H](C)[C@@H](CN(C)C(=O)Nc2ccc3c(c2)OCO3)OCCCC[C@H](C)Oc2ccc(NC(=O)Nc3ccc4c(c3)OCO4)cc2C1=O | -2 | -0.3 | -7 | -15 | 19 | -2 | -6 | -5[16.7 µM]
O=C(C1CC(=O)N(c2ccc(Cl)cc2)C1)N1CCN(Cc2ccc3c(c2)OCO3)CC1 (configuration not stated) | 0 | nt | 0 | 19 | -9 | -4 | -4 | -4
CCOC(=O)c1sc(N2C(=O)C(O)=C(C(=O)c3ccco3)C2c2ccco2)nc1C (configuration not stated) | 0 | -0.2 | -5 | nt | -61 | -1 | -3 | -8
CO[C@@H]1CN(C)C(=O)c2cc(NC(=O)C3CC3)ccc2OC[C@@H](C)N(C(=O)Nc2ccc(C(F)(F)F)cc2)C[C@H]1C | -1 | -0.2 | 6 | -7 | -7 | 6 | 2 | nt
O=C(CSc1ncn[nH]1)Nc1cccc2ccccc12 | nt | nt | 1 | -37 | nt | -2 | -3 | -3
C=CCn1c(SCC(=O)Nc2ccccc2OC)nnc1-c1ccccn1 | nt | nt | -4 | -16 | nt | 3 | 3 | 5
NC(=O)c1cccn(Cc2ccc(C(F)(F)F)cc2)c1=O | -2 | -0.9 | -4 | 8 | -19 | 10 | 8 | 10
CC(C)NC(=O)N(C)C[C@H]1Oc2ccc(NC(=O)C3CC3)cc2CC(=O)N([C@H](C)CO)C[C@@H]1C | 3 | nt | 0 | 9 | 7 | 49 | 9 | 0[16.7 µM]
COc1ccc2c(c1)OC[C@H]1[C@H]2N2C(=O)c3cc(F)ccc3NC(=O)[C@@]2(C)[C@H]1c1ccccc1 | -3&-4 | 0.0 | 6 | -6 | -9&-71 | -2 | 1 | -7
CN(C)C(=O)c1ccc(-c2cc(C(F)(F)F)nn2C)s1 | 3 | 2.2 | 5 | -10 | -1 | -1 | -17 | -4
CO[C@H]1CN(C)C(=O)c2cc(NC(=O)C3CCOCC3)ccc2OC[C@H](C)NC[C@@H]1C | 4 | -0.2 | 0 | 6 | -3 | -5 | 6 | -4[16.7 µM]
O=S(=O)(c1ccc2ccccc2c1)N1CCc2ccccc21 | -1 | nt | -3 | nt | -13 | 1 | 2 | 37
O=C(Oc1ccccc1)c1cccc(N2C(=O)CCC2=O)c1 | nt | nt | -3 | 1 | nt | 0 | -1 | -2
Cc1ccc(S(=O)(=O)NCC(c2ccccc2)N2CCN(c3ccc(F)cc3)CC2)cc1 (configuration not stated) | 2 | nt | -1 | nt | -8 | -3 | 2 | nt
COc1ccc(NC(=O)CSc2nn3c(=O)c(C)nnc3s2)cc1 | 1 | -0.3 | -4 | nt | -15 | -2 | -8 | 3
C[C@@H](NC(=O)Cn1cnc2c(NCc3ccccc3)ncnc21)c1cccc2ccccc12 | 16 | -0.6 | 0 | 2 | -8 | -12 | -5 | -1
CCCn1c(Cc2ccccc2)nnc1SCC(=O)N1CCOCC1 | nt | nt | 4 | -1 | nt | -1 | 3 | -7
Cc1ccc(/C=C/c2ccc(=O)n(Cc3ccc(Cl)cc3Cl)n2)cc1 | nt | nt | -1 | -5 | nt | 0 | -8 | -2
C=CCNC(=O)c1ccccc1NC(=O)C1COc2ccccc2O1 (configuration not stated) | 2 | nt | -7 | -4 | -7 | 1 | 0 | -4
CNC[C@H]1Oc2ccc(NC(=O)Nc3ccccc3)cc2C(=O)N([C@H](C)CO)C[C@H]1C | 3 | 7.8 | 0 | -2 | -5 | 50 | 7 | -1[16.7 µM]
O=C(NCc1ccccc1)c1cc(C2CCCN(C(=O)C3CC3)C2)on1 (configuration not stated) | 5 | -0.1 | 0 | -5 | -7 | -1 | 8 | 2
CCS(=O)(=O)N1CCC2(CC1)CN(Cc1ccc3c(c1)OCO3)[C@H](CO)c1[nH]c3cc(OC)ccc3c12 | 2 | -0.5 | nt | 13 | 3 | nt | nt | nt

High-throughput results: PubChem, Broad Institute
